# Assay outcomes from PubChem.
# iPSC survival up: hiPSC single-cell survival enhancement; ATPlite luminescence; 100% = ROCK inhibitor wells, 0% = DMSO; survival enhancement, % at 20 µM; 360,000 compounds, 0.044% hits; AID 602274; in the data active means survival enhancement above about 18%;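 further: cells exposed to compounds for 16 hours before the ATP read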
# LMP1 NFkB inh: Epstein-Barr LMP1 NF-kappaB reporter inhibition; LMP1-induced NF-kappaB luciferase reporter cells, luminescence; inhibition, % at 12.5 µM; 350,000 compounds, 0.69% hits; in the data active means inhibition above about 41%;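 further: 0% = neutral control wells and 100% = reference inhibitor control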
# Peg3 prom inh: reduces Peg3 promoter-driven luciferase expression in HeLa. HeLa PEG-Prom luciferase reporter, luminescence, overnight. 360,000 compounds, 1.7% hits. inhibition, % at 20 µM;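 active means inhibition of at least 50% at 20 µM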
# TRPM1 prom inh: MITF TRPM1 promoter inhibition in SK-MEL-5 cells. SK-MEL-5 TRPM1 promoter luciferase, 24 h. inhibition, % at 12.5 µM. 330,000 compounds, 0.83% hits. AID 488899;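 active means mean inhibition across replicates of 60% or more, whatever share of single replicates reaches that level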; further: values of inactives mirror those of a sister screen read the other way
# HIF-2a inh: HIF-2a inhibition; 786-0 RCC cells HIF-2a reporter, luciferase luminescence, overnight; inhibition, % at 18.8 µM; 360,000 compounds, 0.72% hits;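 active means inhibition of the luminescence signal of 40% or more relative to plate controls, in a single-dose primary screen at 18.75 µM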
# C8 TRAIL sens: caspase-8 TRAIL sensitization; NB7+C8 cells + TRAIL, ATPlite viability luminescence; inhibition (viability loss, TRAIL sensitization), % at 10 µM; 360,000 compounds, 1% hits;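 active means compounds causing at least 50% loss of cell viability in the single-dose screen, relative to plate controls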
# KKLEB cytotox: CF airway cell cytotoxicity counter-screen; KKLEB CF airway cells viability, ATPlite luminescence, overnight; active compounds read low; cells stimulated with P. aeruginosa culture filtrate; activity change (cytotoxicity), % at 5 µM; 360,000 compounds, 0.36% hits;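 active means corrected activity change at or below -50% at 5 µM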
# NR2E3 ag-1: NR2E3 (human) agonism; Q9Y5X4; GST-NR2E3/biotin-RetCOR TR-FRET, 1536-well; inhibition of corepressor binding, % at 4.78 µM; 320,000 compounds, 0.12% hits; AID 2300;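 active means percent inhibition above the cutoff of mean plus 3 SD of all tested compounds, set per screening campaign, cut at about 20% in these data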;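 further: 0% = DMSO wells and 100% = biotin wells as full block of FRET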
# Target sequence (Q9Y5X4 whole entry, looked up): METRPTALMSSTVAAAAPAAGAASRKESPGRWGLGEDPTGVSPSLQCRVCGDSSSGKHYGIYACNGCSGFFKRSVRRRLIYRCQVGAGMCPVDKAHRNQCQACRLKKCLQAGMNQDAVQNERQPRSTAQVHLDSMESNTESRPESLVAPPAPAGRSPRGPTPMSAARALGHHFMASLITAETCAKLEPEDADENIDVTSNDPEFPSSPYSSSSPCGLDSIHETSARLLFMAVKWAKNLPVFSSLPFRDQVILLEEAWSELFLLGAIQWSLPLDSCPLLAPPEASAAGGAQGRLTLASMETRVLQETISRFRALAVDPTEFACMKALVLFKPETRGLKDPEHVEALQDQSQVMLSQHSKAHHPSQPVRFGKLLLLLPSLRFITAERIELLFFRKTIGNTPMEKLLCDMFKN
#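 Test system: GST-NR2E3 and biotin-RetCOR proteins | Quantity: 1.35 nM GST-tagged NR2E3 final | Medium: Tris pH 7.5 | Also added: 7 nM biotin-RetCOR | Dosing: Compound at 4.8 µM, single dose | Timing: 5 h at 4 °C | Detection: Time-resolved FRET | Read-out basis: Percent inhibition | Benchmarks: Biotin wells as high control, 0.6% DMSO wells as low control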
# CF NFkB inh: cystic fibrosis NF-kB activation inhibition; KKLEB NF-kB-GFP reporter, PAF-induced, GFP fluorescence overnight; inhibition, % at 5 µM; 360,000 compounds, 0.86% hits; AID 588850;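 active means at least 50% inhibition at 5 µM, scaled per plate between neutral and stimulator controls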;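 further: PAF is a Pseudomonas aeruginosa culture filtrate used as stimulus; plate controls were PAF-stimulated DMSO wells for no effect and unstimulated DMSO wells for full effect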
# NR2E3 ag-2: activates human NR2E3 receptor; Q9Y5X4; CHO-S Gal4-NCOR/VP16-NR2E3 two-hybrid, luciferase; inhibition of corepressor binding, % at 3.98 µM; 360,000 compounds, 0.35% hits; AID 602229;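 active means inhibition above the mean of all tested compounds plus 3 SD, cut at about 70% in these data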;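 further: 0% = DMSO with NR2E3 transfected cells and 100% = cells lacking NR2E3 construct; higher means lower luciferase signal from less NR2E3 corepressor binding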
# Shn3 3UTR inh: inhibitors of Schnurri-3 3'UTR reporter in osteoblasts. Clone20 osteoblast Shn3 3'UTR firefly luciferase, 24 h. inhibition, % at 12.5 µM. 360,000 compounds, 0.52% hits;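 active means mean inhibition of at least 75% with every replicate also reaching 75%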;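 further: 0% = median of neutral control wells and 100% = pilot-screen positive control compound; some compounds past the cut are filed as inactive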
# Active calls of the source: *; . = not tested or not shown.
molecule	iPSC survival up	LMP1 NFkB inh	Peg3 prom inh	TRPM1 prom inh	HIF-2a inh	C8 TRAIL sens	KKLEB cytotox	NR2E3 ag-1	CF NFkB inh	NR2E3 ag-2	Shn3 3UTR inh
COC(=O)C(COC(=O)c1c(F)cccc1F)NC(=O)c1c(F)cccc1F (configuration not stated)	-0.6	0	2	20	7	3	-5	2	6	-28	-42
CCOC(=O)Cc1c(C)nc2c(-c3ccccc3)c[nH]n2c1=O	2.9	-3	16	-2	17	-2	2	1	2	-2	-4
CC(=O)Nc1ccc(S(=O)(=O)Oc2ccccc2N2CCCCC2)cc1	-0.2	5	42	13	16	9	-12	0	10	-4	9
COc1nc(NC(=O)c2ccc(F)cc2)nc(OC)c1-c1ccccc1	-0.4	-9	-11	11	-3	18	-8	8	-14	-16	13
CCOC(=O)CSc1nc(N2CCOCC2)c2c(c1C#N)CC(C(C)C)OC2 (configuration not stated)	-0.1	5	12	0	14	8	-17	-3	18	-12	-11
COCCN(Cc1ccc(C)cc1)C(=O)[C@H]1O[C@@H](n2ccc(N)nc2=O)[C@H](O)[C@@H]1O	0.9	.	4	.	-2	-3	-5	.	-7	17	27
CC(=O)Nc1ccc(C(=O)Nc2cccc(S(=O)(=O)N(C)c3ccccc3)c2)cc1	0.1	4	41	7	14	-4	0	3	-10	3	12
O=C(C[C@@H]1C/C=C\C[C@@H](Cc2ccc(F)cc2)C(=O)OC[C@H]2CCCN2C1=O)N[C@H](CO)Cc1ccccc1	0.0	-7	0	-7	12	-16	-2	.	-6	7	16
O=C(O)c1cc(N/N=C/c2cccnc2)ccc1Cl	-0.5	2	-3	5	-12	13	3	-2	-5	-30	-37
C/C(=N\NC(=O)c1cc(Cl)ccc1O)c1ccc(Br)s1	0.6	-30	-102	-33	-180	36	6	-2	30	-128	-80
Cc1cc(=O)nc2c3ccccc3n(C(C)C(=O)Nc3c(F)c(F)c(F)c(F)c3F)n12 (configuration not stated)	-0.5	0	18	-15	13	-15	-3	-4	13	-9	8
Cc1nn(-c2cccc(Cl)c2)c(Cl)c1/C=N/NC(=O)c1cccs1	1.7	-31	-29	-15	-102	29	-3	2	0	-39	-36
CC(=O)c1ccc(C(=O)N(C)C2CCCN(Cc3ccccc3F)C2)s1 (configuration not stated)	-0.5	4	6	-3	0	-8	12	2	3	-14	-3
CN(CCC#N)C(=S)Nc1ccc(S(=O)(=O)N2CCOCC2)cc1	-1.9	2	-22	3	15	2	25	3	-17	-25	-1
CCN(CC)CCCN1C(=O)CSC1c1ccc2c(c1)OCO2 (configuration not stated)	2.1	-5	-4	3	12	-11	10	-2	-4	-2	6
Cc1cc(=O)oc2c3c(cc(OCC(=O)NCc4ccccc4)c12)OC(C)(C)CC3	-2.0	-2	17	0	3	19	0	-1	-26	-51	19
COc1ccccc1N1CCN(C(=O)c2ccc(Cn3c(=O)[nH]c4ccsc4c3=O)cc2)CC1	0.0	5	26	3	21	-16	-13	1	-6	-8	26
CSc1ncccc1C(=O)NCCc1ccc(Cl)cc1	1.3	0	13	-8	-11	-3	-6	4	15	12	5
CC(=O)N1CCN(C(=O)CCNS(=O)(=O)c2ccc(Br)cc2)CC1	-1.7	0	2	-2	13	17	5	2	0	-8	13
CC(C)Oc1cccc(-c2cc(C(=O)N3CCN(S(C)(=O)=O)CC3)c3ccccc3n2)c1	-3.3	-8	-30	-23	-83	14	-8	4	3	-43	-6
Cc1ccnc(NC(=O)c2cccc(NC(=O)c3ccccc3C)c2)c1	0.0	4	-25	-18	-28	-11	7	-1	-5	-23	5
CCOC(=O)C1=C(COC(=O)CCOc2ccccc2)NC(=O)NC1C (configuration not stated)	1.0	3	-6	-1	16	-27	-10	2	32	2	-4
CCCCNC(=O)C12CCC(C)(C(=O)C1Br)C2(C)C (configuration not stated)	5.2	9	0	4	25	-1	5	1	-8	14	11
Cc1cc(NC(=O)CSCC(=O)OCc2nnc(-c3ccccc3)o2)no1	-0.3	-7	-32	-5	-21	5	-6	-1	18	-16	-15
CC(=O)c1ccc(NC(=O)C2CCN(S(=O)(=O)c3cccc4cccnc34)CC2)cc1	-0.9	-2	2	-5	5	10	4	0	-18	-18	-5
C/C(CC(=O)Nc1ccc2c(c1)OCCO2)=N\NC(=O)COc1ccccc1C	-0.3	-24	0	0	-4	-7	-7	2	2	-6	14
COc1cc(NC(=O)C2CCCCC2)c(OC)cc1NC(=O)c1ccccc1	0.2	-7	-14	9	0	-1	-3	4	-8	-21	7
COc1ccccc1C(=O)C1CCCN(Cc2cn[nH]c2C2CCCCC2)C1 (configuration not stated)	-1.6	8	22	-1	9	-10	-2	3	3	13	10
Cc1ccc(Cl)cc1N1CCN(C(=O)c2ccc(CS(=O)Cc3ccc(Cl)cc3)o2)CC1 (configuration not stated)	0.0	-1	12	11	11	-5	4	1	8	-4	0
CC(C(=O)N1CCN(c2ccc(Cl)cc2)CC1)c1ncc(C(F)(F)F)cc1Cl (configuration not stated)	-0.6	10	26	13	6	1	-15	10	21	81*	44
CCOC(=O)C1CCCN(CC(=O)Nc2nccs2)C1 (configuration not stated)	0.4	-2	2	-3	11	-3	7	1	12	-17	6
CC(=O)c1c(C)n(CC(=O)NCc2ccco2)c2ccccc12	-0.7	7	10	4	16	-6	4	-2	-10	0	-10
CN1CC(=O)N(CC(=O)NCc2ccc3c(c2)OCO3)C1=O	1.7	-4	3	1	5	-5	-7	2	11	-12	-14
O=C(CSc1cccc2cccnc12)N/N=C/c1ccc(O)cc1	-0.3	7	13	-9	16	0	0	3	-6	10	.
COc1ccc(CNC(=O)C2CCCN(S(=O)(=O)c3ccccc3)C2)cc1 (configuration not stated)	-0.4	-1	17	14	6	-7	9	2	-6	4	3
O=C(CCC(=O)N(CC(=O)NC1CCCC1)Cc1ccc(F)cc1)Nc1nccs1	0.2	1	17	0	11	8	8	-1	-16	-13	6
Cc1nnc(SCC(=O)N2CCCC(C(=O)c3ccc(Cl)cc3)C2)o1 (configuration not stated)	-0.4	-1	14	-3	8	1	16	1	-1	-26	14
CCn1nc(C(=O)OC(C(=O)c2c[nH]c3ccccc23)c2ccccc2)c2ccccc2c1=O (configuration not stated)	-1.0	-14	7	-2	-45	13	-4	3	-3	-2	-35
COc1cc(O)c(CCC(=O)c2ccc(OC)c(OC)c2)c(OC)c1	-0.2	6	11	8	6	0	-17	-1	12	-19	-6
CN1CCN(c2ccc(S(=O)(=O)N3CCOCC3)cc2NC(=O)CSCc2ccccc2)CC1	0.5	-10	-3	-20	7	-2	-6	.	-2	-25	4
CN(C)C(=O)CSc1nnc([C@H](Cc2ccccc2)NC(=O)OC(C)(C)C)o1	-0.4	3	11	1	12	0	5	-4	-11	15	19
Cc1ccc(C)c(NC(=O)C(Sc2cccc[n+]2[O-])c2ccccc2)c1 (configuration not stated)	0.0	3	3	24	10	-7	12	-1	-10	-18	-3
CCC(C)NC(=O)CSc1nc2n[nH]c(C)c2c(=N)n1-c1ccc(OC)cc1 (configuration not stated)	-2.0	4	8	11	13	12	-2	0	6	24	-1
CC(=O)N[C@@H](Cc1c[nH]c2ccccc12)C(=O)OCc1cc(C(F)(F)F)cc(C(F)(F)F)c1	-0.9	1	8	0	10	-1	19	0	-13	6	-18
Oc1ccc(C[C@H]2CNC(=S)N2CC2CCCN2C[C@H](Cc2ccc(O)cc2)N2C[C@H](Cc3ccccc3)N(CC3CCCCC3)C2=S)cc1 (some centres not stated)	-3.7	11	92*	35	-28	20	-7	.	52*	-8	79
COc1cccc(NC(=O)Nc2ccc3c(c2)CCC3)c1	0.0	-18	-287	-58	-255	20	12	-1	7	-131	-166
Cc1cc(C)n(CCN(C)Cc2cn[nH]c2-c2ccc(F)cc2F)n1	-1.2	-9	2	-14	3	1	4	-3	1	6	-8
CCCCC(=O)Nc1ccc(F)c(Cl)c1	-1.3	5	-14	-14	-10	2	9	5	-2	-28	2
Cn1c(=O)c(Oc2ccc(F)cc2)c(O)c2ccccc21	1.7	1	5	7	21	-7	-12	1	2	-31	1
CSc1ccccc1NC(=O)Cn1c(-c2cscn2)nc2ccccc21	-0.2	-1	21	-8	13	7	2	2	-6	18	2

# Some of the entries so far, with values under each structure.
# Values run as follows: iPSC survival up | LMP1 NFkB inh | Peg3 prom inh | TRPM1 prom inh | HIF-2a inh | C8 TRAIL sens | KKLEB cytotox | NR2E3 ag-1 | CF NFkB inh | NR2E3 ag-2 | Shn3 3UTR inh
- C/C(=N\NC(=O)c1cc(Cl)ccc1O)c1ccc(Br)s1
→ 0.6 | -30 | -102 | -33 | -180 | 36 | 6 | -2 | 30 | -128 | -80
- Cc1cc(=O)nc2c3ccccc3n(C(C)C(=O)Nc3c(F)c(F)c(F)c(F)c3F)n12 (configuration not stated)
→ -0.5 | 0 | 18 | -15 | 13 | -15 | -3 | -4 | 13 | -9 | 8
- Cc1nn(-c2cccc(Cl)c2)c(Cl)c1/C=N/NC(=O)c1cccs1
→ 1.7 | -31 | -29 | -15 | -102 | 29 | -3 | 2 | 0 | -39 | -36
- CC(=O)c1ccc(C(=O)N(C)C2CCCN(Cc3ccccc3F)C2)s1 (configuration not stated)
→ -0.5 | 4 | 6 | -3 | 0 | -8 | 12 | 2 | 3 | -14 | -3
- CN(CCC#N)C(=S)Nc1ccc(S(=O)(=O)N2CCOCC2)cc1
→ -1.9 | 2 | -22 | 3 | 15 | 2 | 25 | 3 | -17 | -25 | -1
- CCN(CC)CCCN1C(=O)CSC1c1ccc2c(c1)OCO2 (configuration not stated)
→ 2.1 | -5 | -4 | 3 | 12 | -11 | 10 | -2 | -4 | -2 | 6

# Not all compounds are listed. The share of hits here may be higher or lower than overall.
